Bioassay records: PubChem, several laboratories
FXIa inh 1536 – blocks human coagulation factor XIa protease activity; P03951; purified FXIa, Boc-Glu-Ala-Arg-AMC fluorogenic substrate; inhibition, % at 5 µM; 220,000 tested, 0.14% active; AID 798;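 active means inhibition of at least 40%; inactive means inhibition below 40%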;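 further: fluorescence of freed AMC excited at 355 nm; 0% = enzyme without compound and 100% = no enzyme blank; many of its hits are not listed in these tables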
Target sequence (P03951 19-387 limits assumed): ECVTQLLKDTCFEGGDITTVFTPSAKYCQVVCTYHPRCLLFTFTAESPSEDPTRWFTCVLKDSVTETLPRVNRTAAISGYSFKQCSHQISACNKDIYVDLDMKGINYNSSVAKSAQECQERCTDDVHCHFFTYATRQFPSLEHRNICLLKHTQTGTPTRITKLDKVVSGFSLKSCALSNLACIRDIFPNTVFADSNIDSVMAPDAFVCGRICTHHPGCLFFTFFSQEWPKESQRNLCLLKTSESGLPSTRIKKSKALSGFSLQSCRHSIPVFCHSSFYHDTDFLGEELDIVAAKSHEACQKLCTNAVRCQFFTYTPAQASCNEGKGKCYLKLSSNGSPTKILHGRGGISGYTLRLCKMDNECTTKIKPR
Target sequence (P03951 388-625 limits assumed): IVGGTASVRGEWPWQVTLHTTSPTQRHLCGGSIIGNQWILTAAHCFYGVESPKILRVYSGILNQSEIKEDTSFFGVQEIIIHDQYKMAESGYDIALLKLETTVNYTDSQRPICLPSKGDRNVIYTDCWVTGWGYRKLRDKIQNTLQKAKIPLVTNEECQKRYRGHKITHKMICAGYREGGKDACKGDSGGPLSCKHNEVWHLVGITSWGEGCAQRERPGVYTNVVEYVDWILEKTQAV
14-3-3 Bad inh – disrupts binding of bovine 14-3-3 zeta to phospho-Bad peptide; P63103; TR-FRET 14-3-3zeta/Dy647-pBad peptide displacement, 1 h; inhibition, % at 21.7 µM; 220,000 tested, 0.71% active;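 active means inhibition above about 70%, limit read from the data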;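 further: 0% = full 14-3-3 plus peptide FRET controls and 100% = background without 14-3-3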
Target sequence (P63103 whole entry, looked up): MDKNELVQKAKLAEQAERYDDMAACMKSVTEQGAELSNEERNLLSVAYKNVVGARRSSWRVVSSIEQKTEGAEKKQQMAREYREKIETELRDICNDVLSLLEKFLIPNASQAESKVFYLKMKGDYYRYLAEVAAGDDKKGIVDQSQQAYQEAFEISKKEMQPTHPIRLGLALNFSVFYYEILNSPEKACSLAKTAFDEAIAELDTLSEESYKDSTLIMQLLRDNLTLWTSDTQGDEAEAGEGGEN
Runt-CBFb FRET – blocks binding of human RUNX1 Runt domain to CBFb; Cerulean-Runt/Venus-CBFb FRET ratio 530/480, 1 h; inhibition, % at 20 µM; Q01196+Q13951; AID 1496; 220,000 tested, 0.46% active;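 active means inhibition over about 50% at 20 µM in the single-dose screen, limit read from the data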;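 further: 0% = DMSO wells and 100% = excess unlabeled CBFb competitor control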
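Schedule: protein complex preformed 1 h, compound exposure 1 h, room temperature, dark; test system: Cerulean-labeled Runt domain protein; amount: 100 nM per protein; buffer or medium: Tris 50 mM pH 7.5, KCl, K2SO4, 0.01% BSA; read-out: loss of energy transfer signal; detection: FRET fluorescence; controls: 5 µM unlabeled CBFb as full-inhibition high control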
hK5 inh – inhibitors of human kallikrein 5; Q9Y337; recombinant hK5, fluorogenic AMC substrate cleavage; inhibition, % at 5 µM; 210,000 tested, 0.59% active; AID 873;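 active means inhibition of 40% or more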;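 further: 0% = enzyme controls without compound and 100% = no-enzyme blanks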
FXIIa inh – factor XIIa (human) inhibition; P00748; purified FXIIa, Boc-QGR-AMC fluorogenic substrate, 2 h; inhibition, % at 5 µM; 220,000 tested, 0.3% active; in the data active means inhibition above about 40%;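 further: 0% = enzyme with no compound and 100% = blank without enzyme; many of its hits are not listed in these tables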
Hck-Nef inh – human Hck-Nef kinase inhibition; inhibition, % at 20 µM; 220,000 tested, 0.68% active; Recombinant Hck-YEEI plus Nef, Z-Lyte FRET kinase assay; P08631;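 active means Hck-Nef kinase inhibition above about 50%, limit read from the data; inactive means inhibition below that limit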;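 further: 0% = DMSO with Hck plus Nef and 100% = Hck alone without Nef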
Thrombin inh – blocks human thrombin protease activity | P00734 | alpha-thrombin, Boc-VPR-AMC fluorogenic substrate cleavage | inhibition, % at 5 µM | 220,000 tested, 0.26% active;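 active means inhibition at or above 40%; inactive means inhibition below 40%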;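 further: 0% = enzyme with no compound and 100% = wells without enzyme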
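Material: human alpha-thrombin enzyme / Medium: pH 7.5 Tris (50 mM) with NaCl 150 mM, Tween 20 0.05% / Compound: single-point dosing at 5 µM, 0.2% DMSO / Incubation: enzyme reaction carried out at room temperature / Detection: AMC fluorescence, 355/460 nm / Read-out basis: percent inhibition scaled between no-compound controls and no-enzyme blanks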
Wee1 stabilizer – inhibitors of human Wee1 degradation | P30291 | HeLa Luc-Wee1K328M stability, luciferase luminescence; 100% = proteasome inhibitor MG132 effect | reporter increase, % at 5 µM | 220,000 tested, 1.2% active;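 active means activation above the mean of all tested compounds plus 3 SD, set per screening run, cut at about 8.8% in these data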;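 further: cells exposed to compound for 20 h before luminescence read; 0% = DMSO alone and 100% = MG132 at 30 µM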
Runt-SMMHC FRET – blocks binding of human RUNX1 Runt domain to CBFb-SMMHC; Q01196+Q13951; Cerulean-Runt/Venus-CBFb-SMMHC FRET ratio 530/480, 1 h; inhibition, % at 20 µM; 220,000 tested, 0.74% active; AID 1434;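 active means mean inhibition across duplicate retests at 20 µM reaching about 50%, limit read from the data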;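 further: 0% = DMSO wells and 100% = wells with excess untagged CBFb-SMMHC; inhibitors lower the FRET ratio by blocking Runt binding to CBFb-SMMHC; some results filed as inactive read as strong as hits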
Active calls of the source: *; x = not tested or not shown; [ ] = another dose, or the depositor's remark.

SMILES	FXIa inh 1536	14-3-3 Bad inh	Runt-CBFb FRET	hK5 inh	FXIIa inh	Hck-Nef inh	Thrombin inh	Wee1 stabilizer	Runt-SMMHC FRET
COc1ccc(Cn2c(=S)[nH]c3ccsc3c2=O)cc1	10	-17	22	-19	20	2	-8	-2	40
COc1ccc(-n2nc(C(=O)N3CCCCC3)c(C)c(C#N)c2=O)cc1	-2	-12	-4	3	11	15	0	4	-4
O=C1CC(c2ccco2)CC(O)=C1C=NCCN1CCNCC1 (centres undefined)	-12	3	5	-3	-10	-1	-5	-2	-9
COc1cccc(C(=O)CN(C(=O)c2ccc(Cl)c(Cl)c2)N2C(=O)c3ccccc3C2=O)c1	9	6	-1	-6	23	-1	3	-1	0
CC(C)C(c1nnnn1Cc1ccccc1)N1CCc2ccccc2C1 (centres undefined)	0	-9	1	-22	13	-2	-6	-4	-7
C(=N\Nc1nc(Nc2ccccc2)nc(Nc2ccccc2)n1)/c1ccncc1	-4	4	0	-1	3	21	-2	-1	0
COCCCNC(=S)N1CCC(NC(=O)Nc2ccc(C)cc2)CC1	-3	1	0	-4	7	19	2	-1	3
CCS(=O)(=O)c1ccc2oc(SCC(=O)Nc3ccc(OC)cc3OC)nc2c1	-1	-10	-1	2	11	-3	3	0	1
CC(=O)Nc1cc(-c2nn(CC(=O)N3CCCCC3)c(=O)c3ccccc23)ccc1N1CCOCC1	-1	-5	2	-13	6	1	-7	-1	-3
O=C(CN1CCCCC1)N1c2ccccc2Sc2ccc(C(F)(F)F)cc21	-2	31[fluorescence artefact?]	-2	-12	0	8	-6	-1	2
O=C(CCNC(=O)Cn1ccc2ccccc2c1=O)NCCCN1CCN(c2ccccc2F)CC1	2	12	-2	-9	12	-1	-1	1	2
CCC(C)NC(=O)c1ccc2c(c1)N(Cc1ccccc1)C(=O)CS2 (centres undefined)	-7	-6	2	-4	4	24	x	-2	0
Cc1ccc2cc(N)ccc2n1	0	-8	15	20	12	22	-6	0	-10
CCOc1ccc(NC(=O)C2CCCN(C(=O)NCc3ccccc3)C2)cc1 (centres undefined)	9	-4[fluorescence artefact?]	0	-13	16	12	1	3	12
Cc1ccc([C@H]2C(C#N)=C(N)Oc3cc(C)oc(=O)c32)o1	-2	0	3	x	4	-3	-2	-2	-4
C/C(=N\NC(=O)NC1CCCCC1)c1ccco1	-4	-6	0	-6	5	16	-7	2	-3
O=C(Nc1ccccc1C(=O)NCCCn1ccnc1)c1ccc(Cl)cc1Cl	-1	-5	-1	-10	10	8	-4	2	9
O=C(N/N=C/c1c[nH]c2ccccc12)C1CC1c1ccccc1 (centres undefined)	2	1	1	-6	10	1	-4	0	-1
O=C(CCCC(=O)OCC1CCCO1)OCC1CCCO1 (centres undefined)	-12	-3	1	-4	-3	1	-6	4	-1
Cc1cccc(CSc2cn(CC(=O)N3CCOCC3)c3ccccc23)c1	-2	1	-5	-5	11	1	-9	2	-1
O=C(C1CCC1)N1CCc2cc(S(=O)(=O)Nc3ccc4c(c3)OCO4)ccc21	7	-6	0	-6	13	0	1	1	20
C=CCNC(=O)c1ccccc1NC(=O)c1ccc(Cl)c(S(=O)(=O)Nc2ccccc2)c1	-2	-1	0	-6	9	32	-1	-2	2
COc1ccccc1CNC(=O)C(NC(=O)c1ccccc1)C(C)C (centres undefined)	1	-7	2	2	5	2	-2	3	-1
CC1CCC2C(=O)N(c3ccc(Cc4ccncc4)cc3)C(=O)C2C1 (centres undefined)	4	-7	1	5	10	4	-1	1	1
CC1CCN(c2ccc(C(=O)Nc3ccc4c(c3)OCO4)cc2[N+](=O)[O-])CC1	5	-10	-2	-13	13	5	-4	-3	2
O=C(O)C1Cc2[nH]cnc2C(c2cccc([N+](=O)[O-])c2)N1 (centres undefined)	0	-15	0	3	13	16	-2	-3	0
COc1ccc(-n2cnnc2SCC(=O)NC2CCCc3ccccc32)cc1 (centres undefined)	7	11	-2	-19	10	8	-11	-2	4
CCCCN(C)C(=O)C1CCN(Cc2ccc(OCc3ccccc3)cc2)CC1	8	51[fluorescence artefact?]	-5	-7	14	14	-1	-1	-2
Cc1cnc(NC(=O)c2sc3ccccc3c2Cl)s1	11	2	1	10	9	-1	0	5	1
CCc1cccc(CC)c1NC(=O)COC(=O)Cc1ccsc1	-1	-3[fluorescence artefact?]	1	-3	3	-2	-5	-1	-3
CCOC(=O)C1=NN(c2ccccc2)C(=O)/C1=C\c1ccc(N(C)C)cc1	3	-2	-2	-2	13	5	1	-2	-5
c1ccc(Cn2nnnc2CN2CCN(Cc3ccc4c(c3)OCO4)CC2)cc1	2	1	-1	8	8	0	-2	4	0
COc1ccc(Nc2cc(C)nc3nc(C)nn23)cc1Cl	-6	4	1	-2	-1	6	-1	1	-2
c1ccc(SCc2nc(-c3cccnc3)no2)cc1	-2	5	0	3	0	9	-3	-1	-7
COc1ccc(Nc2nc(-c3cccs3)nc3ccccc23)c(OC)c1	11	-8	-3	-11	14	1	-6	1	4
CCC(CC)c1nnc(NC(=O)COc2ccc3c(C)cc(=O)oc3c2)s1	-5	17	x	6	14	1	-5	-2	-6
C=COCCNC(=O)C1CC(=O)N(c2ccc(C)cc2)C1 (centres undefined)	5	-5[fluorescence artefact?]	0	-9	7	2	-5	2	-1
COc1cccc(C2c3c(-c4ccccc4O)n[nH]c3C(=O)N2Cc2ccco2)c1 (centres undefined)	-5	-1	3	-5	-3	11	-17	-1	1
O=C(c1ccc(F)cc1)N1CCCC(c2nc(-c3cccs3)no2)C1 (centres undefined)	-3	-7	-1	11	5	20	-6	-2	-6
Cc1cccc(NC(=S)N(CCCN2CCOCC2)Cc2ccccn2)c1	3	-12	2	-18	4	2	-2	0	-1
C=CCN1C(=O)C2(NNc3ccccc3O2)c2ccccc21 (centres undefined)	8	-1[fluorescence artefact?]	-11	-10	11	1	-2	2	-121
O=C1[C@H]2C(c3ccccc3)=NN(c3ccccc3)[C@H]2C(=O)N1c1ccccc1	-7	-1	8	-48	-6	24	-13	5	26
C/C(CC(=O)Nc1cccc(C(F)(F)F)c1)=N\NC(=O)C(=O)NCC(C)C	-2	16	1	13	10	-5	1	1	7
Cc1ccc(-c2c[n+](Cc3cccc(Cl)c3)c3n2CCC3)cc1	0	2	0	3	6	18	-9	0	2
COc1ccc(OCC(=O)OCC(=O)NCc2ccco2)cc1	-1	8	0	0	17	9	-5	-2	-4
COc1ccc(CNC(=O)c2cc(-c3ccco3)on2)cc1	-4	5	0	2	7	1	-5	1	-8
Cc1cc(N2CCN(c3nc(-c4ccc([N+](=O)[O-])cc4)cs3)CC2)c2ccccc2n1	6	-9	5	-3	0	16	-6	-2	15
CC(OC(=O)C1=COCCO1)C(=O)Nc1ccccc1C#N (centres undefined)	-2	-3	-2	0	5	19	-11	0	1
Cc1ccc(S(=O)(=O)N2CCOCC2)cc1C(=O)Nc1ccc2c(c1)CCC2	5	19	-2	-6	9	1	1	1	-2
CN(C)c1ccc(N2C(=O)CC(c3ccccc3)CC2=O)cc1	-7	-1	7	2	2	6	-4	2	-1
Cc1cc(C)c2c(c1)-c1c(ssc1=S)C(C)(C)N2C(=O)CSc1nncn1C	8	-18	6	-4	10	-1	4	-1	0
O=C(CSc1ccc(Cl)cc1)Nc1ccc(NC(=O)c2ccco2)cc1	5	10	4	1	11	3	0	-1	1
COc1ccc(OC)c(S(=O)(=O)Nc2ccc(C(C)=O)cc2)c1	5	11	0	-9	13	1	6	-1	2
Cc1ccc(NC(=O)C(=O)NCCN2CCN(Cc3ccc([N+](=O)[O-])cc3)CC2)cc1	9	3	0	-24	5	3	-4	1	0
NC(=O)c1ccc(NC(=O)COC(=O)c2c3c(nc4ccccc24)/C(=C\c2ccc4c(c2)OCO4)CCC3)cc1	6	-6	-147	-5	15	7	-7	0	-26
COC(=O)Cc1c(C)c2ccc(OCC(=O)N3CCOCC3)cc2oc1=O	0	3	0	-42	14	1	-2	0	4
CC(C)c1ccccc1N1CC(C(=O)O)CC1=O (centres undefined)	3	6	0	10	8	-2	0	-1	-3

Laid out differently: results already given.
molecule | FXIa inh 1536 | 14-3-3 Bad inh | Runt-CBFb FRET | hK5 inh | FXIIa inh | Hck-Nef inh | Thrombin inh | Wee1 stabilizer | Runt-SMMHC FRET
C=CCN1C(=O)C2(NNc3ccccc3O2)c2ccccc21 (centres undefined) | 8 | -1[fluorescence artefact?] | -11 | -10 | 11 | 1 | -2 | 2 | -121
O=C1[C@H]2C(c3ccccc3)=NN(c3ccccc3)[C@H]2C(=O)N1c1ccccc1 | -7 | -1 | 8 | -48 | -6 | 24 | -13 | 5 | 26
C/C(CC(=O)Nc1cccc(C(F)(F)F)c1)=N\NC(=O)C(=O)NCC(C)C | -2 | 16 | 1 | 13 | 10 | -5 | 1 | 1 | 7

Profiles, looked up by structure:
`NC(=O)c1ccc(NC(=O)COC(=O)c2c3c(nc4ccccc24)/C(=C\c2ccc4c(c2)OCO4)CCC3)cc1` reads FXIa inh 1536: 6; 14-3-3 Bad inh: -6; Runt-CBFb FRET: -147; hK5 inh: -5; FXIIa inh: 15; Hck-Nef inh: 7; Thrombin inh: -7; Wee1 stabilizer: 0; Runt-SMMHC FRET: -26
`C=CCN1C(=O)C2(NNc3ccccc3O2)c2ccccc21` (centres undefined) reads FXIa inh 1536: 8; 14-3-3 Bad inh: -1[fluorescence artefact?]; Runt-CBFb FRET: -11; hK5 inh: -10; FXIIa inh: 11; Hck-Nef inh: 1; Thrombin inh: -2; Wee1 stabilizer: 2; Runt-SMMHC FRET: -121

4 entries from above in another layout:
> Cc1ccc(S(=O)(=O)N2CCOCC2)cc1C(=O)Nc1ccc2c(c1)CCC2
- FXIa inh 1536: 5
- 14-3-3 Bad inh: 19
- Runt-CBFb FRET: -2
- hK5 inh: -6
- FXIIa inh: 9
- Hck-Nef inh: 1
- Thrombin inh: 1
- Wee1 stabilizer: 1
- Runt-SMMHC FRET: -2
> CN(C)c1ccc(N2C(=O)CC(c3ccccc3)CC2=O)cc1
- FXIa inh 1536: -7
- 14-3-3 Bad inh: -1
- Runt-CBFb FRET: 7
- hK5 inh: 2
- FXIIa inh: 2
- Hck-Nef inh: 6
- Thrombin inh: -4
- Wee1 stabilizer: 2
- Runt-SMMHC FRET: -1
> Cc1cc(C)c2c(c1)-c1c(ssc1=S)C(C)(C)N2C(=O)CSc1nncn1C
- FXIa inh 1536: 8
- 14-3-3 Bad inh: -18
- Runt-CBFb FRET: 6
- hK5 inh: -4
- FXIIa inh: 10
- Hck-Nef inh: -1
- Thrombin inh: 4
- Wee1 stabilizer: -1
- Runt-SMMHC FRET: 0
> O=C(CSc1ccc(Cl)cc1)Nc1ccc(NC(=O)c2ccco2)cc1
- FXIa inh 1536: 5
- 14-3-3 Bad inh: 10
- Runt-CBFb FRET: 4
- hK5 inh: 1
- FXIIa inh: 11
- Hck-Nef inh: 3
- Thrombin inh: 0
- Wee1 stabilizer: -1
- Runt-SMMHC FRET: 1
